p53 reactivator = mutant p53 re-activation in reporter cells; H1299 p53-A138V BP100-luciferase reporter, luminescence, 24 h; actives 0.063% (n = 320,000); Potency, µM (titrated, usually from 92.2 µM), for the others: at the top dose activity change, positive = activation, hits mostly activators; AID 504706; also: % of control where 0% means no effect; nearly all actives have a fitted effect of over 45% in size
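p53-null H1299 cells stably carrying temperature-sensitive p53-A138V and a BP100-luciferase reporter were pinned with compounds (4-point, 1:5 series) and held 24 hrs at 37 deg C. Luminescence was read 10 min after detection reagent.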
ELG1 genotox = induces genotoxicity in HEK293T cells with luciferase-tagged ELG1; AID 504466; Potency, µM (doses to about 46 µM), inactives show top-dose activity change, positive = activation, usual class: activators; actives 1.3% (n = 330,000); HEK293T ELG1-luciferase reporter, luminescence, 16 h; also: % of control where 0% means no effect; nearly all actives have a fitted effect of over 60% in size
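HEK293T cells expressing luciferase-tagged ELG1 were exposed to compound or DMSO vehicle for 16 hr at 37 °C and 5% CO2. Luciferase activity was then measured with ONE-Glo after 30 min at room temperature.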
Rab9 promoter act = activates the Rab9 promoter; Huh7 Rab9 promoter-luciferase reporter, luminescence, 24 h; Potency, µM (series often up to 9.22 µM), for the others: top-dose activation, negative = inhibition, usual class: activators; actives 2.8% (n = 320,000); AID 485297; also: % of control where 0% means no effect; nearly all actives have a fitted effect of over 60% in size
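Using Huh7 cells stably transfected with Rab9 promoter–luciferase, compounds were incubated 24 h at 37 °C, 5% CO2; luciferase luminescence was read 10 min after reagent addition.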
FLuc counter = firefly luciferase modulation, counter-screen for miR-21 project | P08659 | purified FLuc, Km substrates, luminescence inhibition | Potency, µM (titrated, usually from 57.5 µM), inactives show at the top dose activity change, negative = inhibition, most hits filed as inhibitors | actives 6.9% (n = 360,000) | AID 588342;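 also: plate controls were vehicle for no effect and reference inhibitor for full effect; nearly all actives have a fitted effect of over 55% in size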
Target sequence (P08659 whole entry, looked up): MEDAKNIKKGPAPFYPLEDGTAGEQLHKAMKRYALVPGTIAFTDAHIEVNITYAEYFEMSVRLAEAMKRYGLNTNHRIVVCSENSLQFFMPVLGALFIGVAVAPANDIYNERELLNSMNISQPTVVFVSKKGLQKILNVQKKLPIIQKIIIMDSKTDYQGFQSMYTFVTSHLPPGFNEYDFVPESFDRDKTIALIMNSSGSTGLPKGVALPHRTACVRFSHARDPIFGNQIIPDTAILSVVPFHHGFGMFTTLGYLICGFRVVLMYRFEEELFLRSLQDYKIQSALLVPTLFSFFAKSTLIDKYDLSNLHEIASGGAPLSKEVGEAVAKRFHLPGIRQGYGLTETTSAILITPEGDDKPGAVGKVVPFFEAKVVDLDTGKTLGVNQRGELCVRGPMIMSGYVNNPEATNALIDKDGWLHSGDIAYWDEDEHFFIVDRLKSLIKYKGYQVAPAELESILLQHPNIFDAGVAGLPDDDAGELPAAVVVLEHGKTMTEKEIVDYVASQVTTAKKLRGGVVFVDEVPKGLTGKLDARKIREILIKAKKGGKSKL
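Purified P. pyralis luciferase (10nM final) with 10uM D-luciferin and 10uM ATP (Km levels) in 50mM Tris acetate pH 7.5, 10mM Mg acetate, 0.01% Tween-20, 0.05% BSA; qHTS 6-point titration, ~60 µM downward; luminescence read.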
uPA generation = blocks generation of uPA at the cell surface; actives 0.31% (n = 330,000); Potency, µM (titrated, usually from 38.3 µM), for inactives: at the highest dose activity change, negative = inhibition, actives largely listed as inhibitors; cell surface uPA generation assay, qHTS; AID 540303; active = well fitted inhibition curve with a large enough effect; inconclusive = small, poorly fitted or top-dose-only effect; inactive = no such curve, though single readings can be large or run the other way; tested in mouse RAW 264.7 cells; also: % is scaled to controls: 0 for no effect and ±100 for the full control effect; nearly all actives have a fitted effect of over 55% in size
RORgamma inh = inhibitors of mouse ROR gamma transcriptional activity | P51450 | Drosophila S2 Gal4-RORgamma UAS-luciferase reporter, 20 h | Potency, µM (series often up to 53.6 µM), for the others: at the top dose activity change, negative = inhibition, most hits filed as inhibitors | actives 5.4% (n = 310,000) | AID 2551; also: % is scaled to controls: 0 for no effect and ±100 for the full control effect; nearly all actives have a fitted effect of over 60% in size
Target sequence (P51450 whole entry, looked up, the tested form may be a part): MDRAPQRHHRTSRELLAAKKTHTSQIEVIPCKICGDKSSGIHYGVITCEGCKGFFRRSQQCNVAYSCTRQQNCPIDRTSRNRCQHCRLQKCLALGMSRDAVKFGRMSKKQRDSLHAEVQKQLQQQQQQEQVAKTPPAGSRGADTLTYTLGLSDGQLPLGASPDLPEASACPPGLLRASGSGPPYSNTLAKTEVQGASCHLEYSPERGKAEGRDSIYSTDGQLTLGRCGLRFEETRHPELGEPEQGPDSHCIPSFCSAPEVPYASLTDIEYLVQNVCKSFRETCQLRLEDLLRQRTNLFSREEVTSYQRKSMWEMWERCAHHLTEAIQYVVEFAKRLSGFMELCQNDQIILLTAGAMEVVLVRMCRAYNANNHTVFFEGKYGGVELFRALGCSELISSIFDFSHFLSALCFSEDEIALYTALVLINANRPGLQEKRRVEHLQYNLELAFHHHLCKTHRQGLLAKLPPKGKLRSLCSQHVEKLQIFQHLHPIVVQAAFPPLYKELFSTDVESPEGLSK
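Drosophila S2 cells stably expressing Gal4-DBD/mouse RORγ fusion under metallothionein promoter plus UAS-luciferase; compound 1 h, then 700 uM CuSO4 induction for 20 h at ambient temperature; inhibition read as reduced luminescence.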
MBNL1 CUG block = inhibitors of human MBNL1 binding to CUG repeat RNA | Potency, µM (titrated, usually from 57.5 µM), without a hit: at the top dose activity change, negative = inhibition, most hits filed as inhibitors | actives 0.036% (n = 280,000) | Q9NR56 | TR-FRET MBNL1-His/biotin-(CUG)12 binding, 665/545 ratio; active = well fitted inhibition curve with a large enough effect in the signal ratio, with a control signal flat, not every such curve was filed as active; inconclusive = small, poorly fitted or top-dose-only effect, or effect the other way, or a change in a side signal; inactive = no such curve, though single readings can be large or run the other way; the % refers to the signal ratio; also: % is scaled to controls: 0 for no effect and ±100 for the full control effect
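His-tagged MBNL1 binding to biotinylated (CUG)12 RNA was measured by TR-FRET using terbium anti-His antibody (0.055 ng/ul final) and streptavidin-XL665 (5 nM final). Compounds were titrated 92 nM to 58 uM; 60 min at room temperature.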
NPC1 promoter act = activators of NPC1 promoter. Potency, µM (top dose mostly 9.22 µM), for the others: at the highest dose activation, actives largely listed as activators. Huh7 NPC1 promoter luciferase reporter, 24 h. AID 485313. actives 2.4% (n = 320,000);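 also: % of control where 0% means no effect; nearly all actives have a fitted effect of over 60% in size; reporter is driven by a mutant NPC1 promoter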
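Quantitative HTS used a cell-based reporter: Huh7 cells stably bearing the NPC1 promoter upstream of luciferase were treated with compounds for 24 h, and promoter activation was read as luminescence.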
VP16 counter = counter-screen for ROR gamma inhibitors: Gal4-VP16 reporter. actives 3.5% (n = 310,000). AID 2546. Potency, µM (doses to about 53.6 µM), for inactives: top-dose activity, negative = inhibition, usual class: inhibitors. Drosophila S2 Gal4-VP16 UAS-luciferase, luminescence, 20 h;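 also: Gal4-VP16 expression switched on by copper sulfate through the metallothionein promoter; % is scaled to controls: 0 for no effect and ±100 for the full control effect; nearly all actives have a fitted effect of over 50% in size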
BRCA1 expr act = activators of BRCA1 expression | actives 1.1% (n = 380,000) | MCF7-BRCA1-FFLuc reporter, luminescence, 48 h; response scale: scaled: vehicle 0%, 10 µM genistein 100% | Potency, µM (titrated, usually from 46.1 µM), inactives show top-dose activation, most hits filed as activators | AID 624202; also: nearly all actives have a fitted effect of over 80% in size; some results filed as inactive show a strong effect at the top dose
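Using MCF7 cells harboring a BRCA1 firefly luciferase reporter, plated 2 h before compound pinning, the screen measured luminescence after 48 h incubation. Responses were normalized to DMSO and 10 microM genistein, then fitted for concentration-effect.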
* marks the source's active call; other numbers are inactive results; ? = inconclusive; nt = no result given; [ ] = another dose, or the depositor's remark. Unless noted, calls follow the shape of the dose curve; as a rule, active = well fitted curve in the direction sought with a large enough effect; inconclusive = small, poorly fitted or top-dose-only effect, or another doubt; inactive = no such curve, though single readings can be large; an effect the other way counts as inactive or inconclusive. Potency is read from the fitted curve at half-maximal effect.

SMILES	p53 reactivator	ELG1 genotox	Rab9 promoter act	FLuc counter	uPA generation	RORgamma inh	MBNL1 CUG block	NPC1 promoter act	VP16 counter	BRCA1 expr act
COc1ccc(NC(=S)N2CCN(C(=O)C3CCCO3)CC2)cc1 (stereo not given)	5.2%	-2.4%	-2.1%	0.9%	6.4%	-9.0%	-4.4%	-1.1%	6.0%	-1.2%
COc1ccc(CC(=O)OCC(=O)NCc2ccco2)cc1OC	1.9%	1.1%	5.8%	-1.3%	-9.7%	nt	nt	3.2%	nt	-2.3%
COc1cc(/C=C/C(=O)O)cc(S(=O)(=O)NC2CCCC2)c1OC	-1.2%	2.6%	-5.2%	-1.4%	-0.6%	5.1%	7.0%	1.4%	-6.9%	1.1%
COc1ccc(C(=O)Nc2ccc(C(=O)Nc3nccs3)cc2)cc1[N+](=O)[O-]	8.2%	0.2%	1.1%	4.9%	4.8%	-2.2%	-3.1%	-2.0%	-0.2%	-11.4%
COc1cc(CN2CCCC(N3CCN(c4ccccc4C)CC3)C2)ccc1O (stereo not given)	nt	-4.1%	0.3%	1.0%	-5.9%	-1.0%	-5.8%	-5.6%	-9.0%	-0.3%
COc1ccc(NC(=O)c2cc(S(=O)(=O)N(C)C)ccc2N2CCCC2)cc1Cl	-7.7%	5.9%	1.7%	8.2%	-0.3%	-5.8%	nt	-2.9%	-2.4%	-51.3%
CCOC(=O)c1cc(-c2cc3ccccc3o2)nc2c1c(=O)[nH]c(=O)n2CCOC	-5.4%	8.3%	-7.7%	-0.2%	6.8%	-0.6%	0.1%	0.4%	2.2%	-9.9%
CCOC(=O)CNC(=O)C(Cc1ccccc1)NC(=O)OCc1ccccc1 (stereo not given)	0.7%	-0.8%	0.7%	0.1%	1.2%	-16.8%	nt	1.6%	-3.5%	-1.1%
CCC(C)Nc1nc(OC)nc(N(C)C#N)n1 (stereo not given)	-4.3%	0.2%	10.0%	-5.8%	-6.8%	11.5%[10 µM]	-17.0%	19.5%	-4.1%	1.5%
O=C(CO)N/N=C/c1cccc(Cl)c1Cl	3.2%	13.6%	-0.8%	-5.1%	-0.5%	-8.4%	nt	-3.3%	4.9%	1.3%
C=CCNc1ncnc2ccccc12	8.2%	-6.2%	-0.7%	4.8%	-0.8%	30.2%	7.1%	-1.9%	-4.9%	-41.1%
O=C(CN1CCN(S(=O)(=O)c2ccc(Cl)cc2)CC1)N1CCCC1	2.0%	-3.2%	-5.5%	3.4%	2.0%	nt	nt	-2.3%	nt	-9.5%
COC(=O)c1cc(OC)c(OC)cc1NC(=O)CCNC(=O)c1ccco1	-0.7%	0.5%	-0.9%	-1.3%	2.4%	-36.5%	-2.9%	-26.7%	15.4%	-10.4%
COc1ccc(/C=C/C(=O)OCC(=O)NCCC2=CCCCC2)cc1	-2.6%	19.9%	-4.0%	1.9%	14.9%	30.6%	2.8%	-3.4%	2.2%	-18.8%
CC(=O)Nc1ccc(NC(=O)CSc2nnc(C3CC3)n2C)cc1	-0.3%	0.6%	4.1%	-3.6%	-6.0%	3.4%	3.5%	0.8%	-2.3%	0.0%
CC(=O)Nc1ccc(S(=O)(=O)N(Cc2cc3ccc(C)cc3[nH]c2=O)CC2CCCO2)cc1 (stereo not given)	-1.6%	-4.8%	-0.3%	2.3%	-1.9%	15.6%	9.9%	2.4%	16.1%	4.3%
COc1ccc(N(CC(=O)NCCSc2ccccn2)S(C)(=O)=O)cc1Cl	-9.2%	3.9%	-6.3%	5.1%	1.9%	20.2%	-4.1%	1.5%	-3.4%	-6.4%
CC(=O)N1CCN(c2cc(N3CCCC3)c(F)cc2[N+](=O)[O-])CC1	-7.1%	-0.1%	-4.8%	-2.9%	-9.7%	-0.2%	?	-4.8%	-2.9%	-19.9%
Cc1ccc(-c2nc3ccccc3nc2-c2ccccc2)cc1	-2.5%	-2.8%	1.0%	-12.7%	-2.6%	?	7.7%	-2.2%	-7.5%	2.0%
CCc1nc2scc(-c3cccs3)c2c(=O)o1	-3.4%	0.1%	15.1%	-12.0%	4.0%	7.1%	?	-0.3%	5.2%	-1.7%
Cc1nn2c(=O)cc(COC(=O)c3ccc(S(=O)(=O)N4CCCCC4)cc3)nc2s1	-0.7%	-0.5%	-1.8%	-1.8%	0.8%	17.3%	2.1%	-2.4%	-0.3%	-5.9%
CC(C)CCNC(=O)C1CCN(C(=O)N(C)C)CC1	-3.1%	0.2%	3.1%	2.6%	3.1%	-36.0%	-8.5%	-2.3%	-14.4%	7.2%
Cc1ccc(F)cc1NCC(=O)Nc1ccc(Cl)cc1F	12.6%	-3.7%	-1.4%	-3.3%	4.5%	27.6%	-15.8%	-3.6%	-3.4%	-26.7%
CC(C)CCn1c(N)c(S(=O)(=O)c2cccs2)c2nc3ccccc3nc21	-11.3%	-14.5%	-7.6%	-1.4%	-1.3%	-5.4%	10.8%	-0.3%	?	-61.9%
COc1ccccc1Oc1c(C)oc2c(CN3CCN(C)CC3)c(O)ccc2c1=O	-20.5%	3.5%	1.3%	0.4%	nt	-2.0%	2.4%	-5.4%	1.9%	nt
COc1ccccc1N1CCN(C(=O)c2cc(S(=O)(=O)N3CCOCC3)ccc2C)CC1	-1.1%	-1.4%	-4.5%	-0.5%	2.5%	nt	nt	-1.8%	nt	3.7%
CC(C)Oc1ccc(C(=O)OCC(=O)c2ccc[nH]2)cc1	?	?	nt	nt	2.0%	nt	nt	nt	nt	21.7%
CCN(Cc1ccccc1)C(=O)Cn1c(=O)n(CC(=O)N2CCCCC2)c(=O)c2sccc21	-0.5%	3.7%	1.9%	0.2%	9.5%	12.1%	-1.4%	-0.2%	-5.6%	2.8%
Cc1cc(N/N=C/c2ccc(F)cc2)nc(NCc2ccccc2)n1	18.0%	1.3%	0.9%	10.7µM*	-6.0%	11.2µM*	20.1%	14.6%	?	-38.4%
Cc1cccc2c(=O)c(C(=O)NCc3ccc(F)cc3)c[nH]c12	nt	8.7%	-0.4%	1.2%	-2.8%	8.0%[1.91 µM]	7.4%	5.2%	27.8%	-0.8%
Cc1cc(/C=N/n2cnnc2)c(C)n1-c1cccc(Cl)c1	-6.5%	1.2%	3.2%	4.8%	-2.4%	27.9%	-4.9%	-3.8%	-12.0%	-29.8%
Cc1ccc(C(=O)Nc2ccc3c(c2)OCO3)cc1NC(=O)c1ccco1	2.8%	9.8%	?	?	-17.6%	1.8%	-0.8%	17.7%	-10.6%	61.2%
CCCN(CC(=O)Nc1ccccc1C)C(=O)c1ccc2ccccc2n1	3.0%	-0.4%	2.6%	2.4%	-22.9%	nt	nt	-5.9%	nt	-47.4%
CCOC(=O)c1ccc(N=c2sc(C(=O)OC)cc(=O)n2C2CC2)cc1	-6.1%	-0.1%	-1.8%	3.6%	-2.5%	-14.8%	2.6%	-0.7%	1.3%	0.0%
Clc1cc(Cl)c(Cl)c(Cl)c1Cl	5.2%	-1.2%	-6.2%	9.2%	10.0%	-4.8%	nt	-0.9%	5.5%	6.3%
Nc1nc(-c2cc(Cl)cc(Cl)c2OC(F)F)cs1	-5.1%	3.8%	-5.0%	-16.8%	-36.4%	18.9%	nt	-1.8%	-4.2%	-28.2%
O=C1/C(=C/c2cccc(Cl)c2)CSc2sccc21	-3.1%	-1.8%	-2.0%	1.2%	-10.2%	36.3%	-14.3%	-0.9%	-8.9%	4.9%
CCC(C(=O)NC1CCCCC1)N(Cc1cccs1)C(=O)c1snc(C(N)=O)c1N (stereo not given)	-1.8%	-6.4%	-2.1%	-0.3%	-1.6%	3.2%	7.6%	-0.8%	-2.4%	-13.0%
CCOC(=O)C1=C(C)N=c2s/c(=C/c3ccc(OCC(=O)O)cc3)c(=O)n2C1c1ccc(SC)cc1 (stereo not given)	-6.4%	0.8%	-0.1%	-8.0%	nt	17.9%	8.0%	0.5%	-28.3%	nt
Cc1ccc(/C=N/NC(=O)CSc2nnc(-c3ccc(Cl)cc3)n2-c2ccc(Cl)cc2)o1	-1.5%	-4.8%	-4.8%	6.3%	-1.7%	-30.4%	nt	1.9%	?	-68.4%
Cc1ccc(CNC(=O)C2CC=CCC2C(=O)O)cc1 (stereo not given)	0.7%	4.6%	9.5%	0.7%	-6.6%	-0.3%	-27.8%	7.6%	-25.3%	7.1%
O=C(CN1C(=O)NC2(CCCCCC2)C1=O)NCCc1ccc(F)cc1	-5.0%	-4.2%	-1.5%	1.6%	1.8%	nt	nt	0.4%	nt	-3.8%

Structures listed above printed as active in RORgamma inh.
canonical_smiles	p53 reactivator	Rab9 promoter act	uPA generation	RORgamma inh	MBNL1 CUG block	NPC1 promoter act
Cc1cc(N/N=C/c2ccc(F)cc2)nc(NCc2ccccc2)n1	18.0%	0.9%	-6.0%	11.2µM*	20.1%	14.6%

Quoted at random: two records from the list.
SMILES	p53 reactivator	ELG1 genotox	Rab9 promoter act	FLuc counter	uPA generation	RORgamma inh	MBNL1 CUG block	NPC1 promoter act	VP16 counter	BRCA1 expr act
Cc1ccc(/C=N/NC(=O)CSc2nnc(-c3ccc(Cl)cc3)n2-c2ccc(Cl)cc2)o1	-1.5%	-4.8%	-4.8%	6.3%	-1.7%	-30.4%	nt	1.9%	?	-68.4%
Cc1ccc(C(=O)Nc2ccc3c(c2)OCO3)cc1NC(=O)c1ccco1	2.8%	9.8%	?	?	-17.6%	1.8%	-0.8%	17.7%	-10.6%	61.2%
